Pf apPOL block – Pf-apPOL inhibitors, biochemical, fluorescence; Plasmodium falciparum apicoplast DNA polymerase (apPOL); Recombinant Pf-apPOL, molecular beacon fluorescence, 1.5 h; 0.25% of 210,000 active; inhibition, % at 10 µM
mHTT CaM bind – mutant huntingtin-calmodulin interaction inhibitors – biochemical, AlphaScreen, primary screen. P42858. AlphaScreen His-mHTT/GST-CaM binding, luminescence. 3.6% of 190,000 active. inhibition, % at 15 µM. AID 1671202, 2021;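 further: 0% = both proteins with DMSO and 100% = one protein alone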
Target sequence (P42858 whole entry, looked up, stated change not applied): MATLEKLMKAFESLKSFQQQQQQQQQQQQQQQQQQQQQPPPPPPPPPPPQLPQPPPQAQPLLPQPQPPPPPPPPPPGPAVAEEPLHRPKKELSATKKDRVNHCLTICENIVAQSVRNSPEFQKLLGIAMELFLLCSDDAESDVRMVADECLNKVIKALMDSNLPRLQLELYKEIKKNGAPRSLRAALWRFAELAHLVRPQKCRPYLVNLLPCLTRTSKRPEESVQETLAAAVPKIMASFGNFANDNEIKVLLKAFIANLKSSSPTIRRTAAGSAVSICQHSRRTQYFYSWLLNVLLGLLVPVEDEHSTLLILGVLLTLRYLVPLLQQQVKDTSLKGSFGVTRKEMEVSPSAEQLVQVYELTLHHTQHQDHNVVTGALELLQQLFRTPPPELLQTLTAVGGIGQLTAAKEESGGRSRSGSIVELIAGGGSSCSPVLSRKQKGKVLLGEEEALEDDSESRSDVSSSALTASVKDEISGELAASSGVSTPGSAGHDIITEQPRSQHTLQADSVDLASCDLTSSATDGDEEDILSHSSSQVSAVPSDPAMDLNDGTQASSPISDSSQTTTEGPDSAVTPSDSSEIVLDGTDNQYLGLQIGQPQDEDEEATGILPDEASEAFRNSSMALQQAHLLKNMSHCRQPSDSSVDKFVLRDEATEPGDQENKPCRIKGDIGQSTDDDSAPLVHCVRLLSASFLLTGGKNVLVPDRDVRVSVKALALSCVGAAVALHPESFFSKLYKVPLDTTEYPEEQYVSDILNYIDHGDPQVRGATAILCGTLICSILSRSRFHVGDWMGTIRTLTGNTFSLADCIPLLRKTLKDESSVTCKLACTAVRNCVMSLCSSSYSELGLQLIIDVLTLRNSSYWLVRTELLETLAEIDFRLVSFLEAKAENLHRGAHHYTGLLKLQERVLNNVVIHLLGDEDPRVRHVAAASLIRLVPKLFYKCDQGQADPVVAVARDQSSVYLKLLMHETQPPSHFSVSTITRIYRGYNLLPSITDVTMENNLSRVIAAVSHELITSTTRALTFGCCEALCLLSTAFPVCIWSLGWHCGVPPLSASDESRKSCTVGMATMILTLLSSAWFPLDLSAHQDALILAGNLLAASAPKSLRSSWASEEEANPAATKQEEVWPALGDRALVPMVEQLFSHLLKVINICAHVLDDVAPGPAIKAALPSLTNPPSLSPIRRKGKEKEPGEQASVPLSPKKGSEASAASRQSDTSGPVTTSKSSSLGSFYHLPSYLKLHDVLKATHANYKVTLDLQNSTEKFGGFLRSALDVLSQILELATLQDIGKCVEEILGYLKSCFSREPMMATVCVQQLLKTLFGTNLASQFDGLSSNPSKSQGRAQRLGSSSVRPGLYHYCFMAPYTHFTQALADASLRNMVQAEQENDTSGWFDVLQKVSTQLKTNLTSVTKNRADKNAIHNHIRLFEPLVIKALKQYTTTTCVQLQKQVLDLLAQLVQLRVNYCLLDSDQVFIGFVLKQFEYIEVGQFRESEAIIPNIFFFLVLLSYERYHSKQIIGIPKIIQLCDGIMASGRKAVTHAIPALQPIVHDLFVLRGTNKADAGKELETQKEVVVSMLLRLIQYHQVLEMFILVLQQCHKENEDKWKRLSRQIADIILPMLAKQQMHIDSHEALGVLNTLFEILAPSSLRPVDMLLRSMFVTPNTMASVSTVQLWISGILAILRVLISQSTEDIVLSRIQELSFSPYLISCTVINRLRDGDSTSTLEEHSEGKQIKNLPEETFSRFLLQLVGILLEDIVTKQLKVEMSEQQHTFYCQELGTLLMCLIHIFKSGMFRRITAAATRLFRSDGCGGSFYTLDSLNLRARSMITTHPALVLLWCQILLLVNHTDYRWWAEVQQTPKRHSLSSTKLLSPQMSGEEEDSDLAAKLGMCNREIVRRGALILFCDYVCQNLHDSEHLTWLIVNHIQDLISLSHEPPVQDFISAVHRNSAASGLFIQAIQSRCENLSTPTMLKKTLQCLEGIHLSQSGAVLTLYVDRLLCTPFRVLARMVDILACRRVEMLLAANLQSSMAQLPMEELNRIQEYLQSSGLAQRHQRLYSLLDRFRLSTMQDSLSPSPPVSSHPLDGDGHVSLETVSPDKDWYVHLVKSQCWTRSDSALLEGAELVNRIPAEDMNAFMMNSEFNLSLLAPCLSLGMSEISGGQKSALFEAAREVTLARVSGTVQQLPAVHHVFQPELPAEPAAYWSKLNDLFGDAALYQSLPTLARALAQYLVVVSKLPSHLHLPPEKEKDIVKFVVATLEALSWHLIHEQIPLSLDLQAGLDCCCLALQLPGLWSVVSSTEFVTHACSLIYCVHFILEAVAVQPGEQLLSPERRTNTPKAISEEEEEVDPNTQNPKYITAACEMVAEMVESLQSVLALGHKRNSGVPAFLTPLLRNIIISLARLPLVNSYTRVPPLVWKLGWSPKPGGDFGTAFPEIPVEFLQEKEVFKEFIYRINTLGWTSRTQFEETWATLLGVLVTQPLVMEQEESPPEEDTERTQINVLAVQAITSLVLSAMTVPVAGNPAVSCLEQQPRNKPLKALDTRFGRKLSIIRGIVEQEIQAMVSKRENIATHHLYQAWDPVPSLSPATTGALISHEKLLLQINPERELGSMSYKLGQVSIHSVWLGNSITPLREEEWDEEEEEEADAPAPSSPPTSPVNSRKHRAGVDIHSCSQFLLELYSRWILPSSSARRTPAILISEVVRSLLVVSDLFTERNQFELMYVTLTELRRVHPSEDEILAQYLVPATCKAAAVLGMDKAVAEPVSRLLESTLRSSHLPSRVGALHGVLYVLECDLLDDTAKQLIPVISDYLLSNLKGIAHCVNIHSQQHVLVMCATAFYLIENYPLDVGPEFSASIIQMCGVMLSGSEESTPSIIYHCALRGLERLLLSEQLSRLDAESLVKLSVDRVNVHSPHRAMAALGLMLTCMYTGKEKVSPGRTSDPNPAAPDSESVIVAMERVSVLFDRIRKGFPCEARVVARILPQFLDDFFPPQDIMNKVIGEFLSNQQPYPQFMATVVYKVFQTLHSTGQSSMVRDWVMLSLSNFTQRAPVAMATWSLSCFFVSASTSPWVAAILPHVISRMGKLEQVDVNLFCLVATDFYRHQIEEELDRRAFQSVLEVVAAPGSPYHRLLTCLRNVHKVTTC
* hit, by the source's call; & = joins results of further samples. No stated cut-off is given here; in the data, active means inhibition above about 50%; inactive means the rest.

Results for COc1cc(/C=C2\C(=O)Nc3ccc(F)cc32)cc(OC)c1OC ?
Pf apPOL block: -7; mHTT CaM bind: 16

How did FC(F)(F)c1ccc2nc(SCc3nc(-c4ccc(Cl)cc4)no3)[nH]c2c1 do in these assays?
Pf apPOL block: -12

Results for Cc1cccc(C(=O)N2CCC(CCOc3ccccc3)CC2)c1 ?
Pf apPOL block: -4; mHTT CaM bind: -12

Results for O[C@H]1C[C@H](c2ccc(Cl)cc2)N(Cc2cccs2)C[C@@H]1n1cc(C2CC2)nn1 ?
Pf apPOL block: -2; mHTT CaM bind: 100*

Results for CC(=O)SCC(=O)Nc1nc2ccc(F)cc2s1 ?
Pf apPOL block: 2; mHTT CaM bind: -18

How did COc1ccccc1CNC(=O)C1CCc2nc(N3CCN(C(C)=O)CC3)sc2C1 (centres undefined) do in these assays?
Pf apPOL block: -3; mHTT CaM bind: 10

What do the screens show for `COc1cc([N+](=O)[O-])ccc1NC(=O)c1c(F)cccc1F`?
Pf apPOL block: 6; mHTT CaM bind: 4

How did COc1ccc(C=C2Oc3cc(OCc4ccccc4)ccc3C2=O)c(OC)c1OC do in these assays?
Pf apPOL block: -4; mHTT CaM bind: -23

What do the screens show for `CC(=O)NCCc1csc(C2CCN(C(=O)Nc3ccc(C)c(F)c3)CC2)n1`?
Pf apPOL block: -2; mHTT CaM bind: -5

Results for CCCc1cc(C2CCCN2C(=O)Cn2nc(C(F)(F)F)cc2C)no1 (centres undefined) ?
Pf apPOL block: 0; mHTT CaM bind: -7

How did Cc1ccnc(NS(=O)(=O)c2ccc(NC(=O)COc3ccc(Cl)cc3)cc2)n1 do in these assays?
Pf apPOL block: 0; mHTT CaM bind: 3

What do the screens show for `CC(C)(C)C(=O)Nc1cccc(C(=O)Nc2cc(C(=O)O)cc(C(=O)O)c2)c1`?
Pf apPOL block: -21; mHTT CaM bind: -3

Results for CC(C)NS(=O)(=O)c1ccc2nc(-c3ccccc3)[nH]c2c1 ?
Pf apPOL block: -6; mHTT CaM bind: 4

What do the screens show for `Cc1ccc(C(=O)N2CCCC(COc3ccc(C(=O)NC(C)C)cc3)C2)cc1C` (centres undefined)?
Pf apPOL block: -4; mHTT CaM bind: 17

How did Cc1ccccc1C(=O)N1CCc2c(c(-c3nnc(-c4ccccc4F)o3)nn2C)C1 do in these assays?
Pf apPOL block: -4; mHTT CaM bind: 6

Results for COc1ccccc1CNS(=O)(=O)c1ccc(F)c(C(=O)Nc2c(C)cccc2C)c1 ?
Pf apPOL block: 34; mHTT CaM bind: 5

What do the screens show for `CC(C)COc1ccc(C(=O)Nc2ccccc2)cc1`?
Pf apPOL block: -3; mHTT CaM bind: -2

Results for CCOC(=O)CNC(=O)N1CCCCCC1c1cccc(C)c1 (centres undefined) ?
Pf apPOL block: -10; mHTT CaM bind: -5

Results for Nc1cc(C2CCN(S(=O)(=O)c3ccc(Cl)cc3)CC2)no1 ?
Pf apPOL block: -1; mHTT CaM bind: 1

Results for Cc1cc(C)cc(N2C(=O)CSC2c2ccccc2F)c1 (centres undefined) ?
Pf apPOL block: -6; mHTT CaM bind: -4

Results for O=C(CN1CCC2(CC1)N=C(c1cccc(Cl)c1)C(=O)N2)Nc1ccc(F)cc1F ?
Pf apPOL block: -2; mHTT CaM bind: 18

Results for O=C(Nc1ccc(-c2ccccc2)cc1)c1ccccc1Br ?
Pf apPOL block: 30; mHTT CaM bind: 3

Results for Cc1ccccc1C(=O)Nc1c2c(nn1-c1ccc(Cl)cc1)CSC2 ?
Pf apPOL block: -2; mHTT CaM bind: 2

Results for O=[N+]([O-])c1ccc(N2CCOCC2)cc1Sc1nc2ccccc2[nH]1 ?
Pf apPOL block: 2; mHTT CaM bind: 11

How did C#CCN(C[C@H](NC(=O)OC(C)(C)C)C(C)C)S(=O)(=O)c1ccc(Br)cc1F do in these assays?
Pf apPOL block: -1; mHTT CaM bind: -4

What do the screens show for `Cn1nc(C(=O)N2CCCC2c2cccc(F)c2)cc1C(F)(F)F` (centres undefined)?
Pf apPOL block: -2; mHTT CaM bind: -5

What do the screens show for `NC(=O)OCC(COC(N)=O)c1ccccc1`?
Pf apPOL block: -2

Results for O=C(O)c1nnn(-c2cccc(Cl)c2)c1-c1cccnc1 ?
Pf apPOL block: 0; mHTT CaM bind: -9

How did O=S1(=O)CCO[C@H]2CCCC[C@@H]2N1Cc1cccc(F)c1 do in these assays?
Pf apPOL block: -5; mHTT CaM bind: -7

What do the screens show for `O=C(C1CCN(c2nc3ccc(-c4cncnc4)nc3s2)CC1)N1CCCC1`?
Pf apPOL block: -2; mHTT CaM bind: -1

Results for Nc1ccc2nc(/C=C/c3nc4ccc(N)cc4[nH]3)[nH]c2c1 ?
Pf apPOL block: 80*; mHTT CaM bind: 53*

Results for O=C(CN(c1ccccc1)S(=O)(=O)c1ccccc1[N+](=O)[O-])N1CCCCC1 ?
Pf apPOL block: -5; mHTT CaM bind: 7

How did CCOC(=O)Cc1ccc(NC(=O)N2CCCC2c2ccccc2C)cc1 (centres undefined) do in these assays?
Pf apPOL block: -2; mHTT CaM bind: -7

What do the screens show for `COc1ccc(NC(=O)N2CCOc3ccc(C)cc32)cc1`?
Pf apPOL block: -4; mHTT CaM bind: 1

How did O=C(Nc1ccccc1)C1CCCN(c2nnc3ccc(Cl)cn23)C1 (centres undefined) do in these assays?
Pf apPOL block: -2; mHTT CaM bind: 1

Results for CCOc1ccc(N2C(=O)c3ccccc3CC2(C)C(=O)NCc2ccccc2OC)cc1 (centres undefined) ?
Pf apPOL block: -5; mHTT CaM bind: -7

Arranged by SMILES length (high to low): some entries from above.
Results for O[C@H]1C[C@H](c2ccc(Cl)cc2)N(Cc2cccs2)C[C@@H]1n1cc(C2CC2)nn1 ?
Pf apPOL block: -2; mHTT CaM bind: 100*

Results for O=C(CN1CCC2(CC1)N=C(c1cccc(Cl)c1)C(=O)N2)Nc1ccc(F)cc1F ?
Pf apPOL block: -2; mHTT CaM bind: 18

How did Cc1ccnc(NS(=O)(=O)c2ccc(NC(=O)COc3ccc(Cl)cc3)cc2)n1 do in these assays?
Pf apPOL block: 0; mHTT CaM bind: 3

How did FC(F)(F)c1ccc2nc(SCc3nc(-c4ccc(Cl)cc4)no3)[nH]c2c1 do in these assays?
Pf apPOL block: -12

Results for O=[N+]([O-])c1ccc(N2CCOCC2)cc1Sc1nc2ccccc2[nH]1 ?
Pf apPOL block: 2; mHTT CaM bind: 11

Results for CCCc1cc(C2CCCN2C(=O)Cn2nc(C(F)(F)F)cc2C)no1 (centres undefined) ?
Pf apPOL block: 0; mHTT CaM bind: -7

Results for COc1cc(/C=C2\C(=O)Nc3ccc(F)cc32)cc(OC)c1OC ?
Pf apPOL block: -7; mHTT CaM bind: 16

What do the screens show for `Cn1nc(C(=O)N2CCCC2c2cccc(F)c2)cc1C(F)(F)F` (centres undefined)?
Pf apPOL block: -2; mHTT CaM bind: -5

Results for O=C(O)c1nnn(-c2cccc(Cl)c2)c1-c1cccnc1 ?
Pf apPOL block: 0; mHTT CaM bind: -9

Results for O=C(Nc1ccc(-c2ccccc2)cc1)c1ccccc1Br ?
Pf apPOL block: 30; mHTT CaM bind: 3

Results for Cc1cc(C)cc(N2C(=O)CSC2c2ccccc2F)c1 (centres undefined) ?
Pf apPOL block: -6; mHTT CaM bind: -4

Results for CC(=O)SCC(=O)Nc1nc2ccc(F)cc2s1 ?
Pf apPOL block: 2; mHTT CaM bind: -18

Carrying on:
What do the screens show for `O=c1c2nnn(-c3ccc(OC(F)(F)F)cc3)c2ncn1Cc1cccc(Cl)c1`?
Pf apPOL block: 3; mHTT CaM bind: 0

What do the screens show for `CC(Cc1ccco1)NC(=O)CCC(=O)N1CCCn2nc(-c3cccn3C)cc21` (centres undefined)?
Pf apPOL block: -2; mHTT CaM bind: 43

What do the screens show for `CCC(=O)N1CCC(c2cnn(-c3cccc(C)c3)c2)CC1`?
Pf apPOL block: -2; mHTT CaM bind: 9

How did O=C(c1csc(N2CCCC2)n1)N1CCOCC1 do in these assays?
Pf apPOL block: 4; mHTT CaM bind: 4

Results for CCOc1ccc(C(=O)N2CCN(c3ccc(Cl)cc3)CC2)cc1 ?
Pf apPOL block: -2; mHTT CaM bind: 0

What do the screens show for `Cc1ccc(C(=O)Nc2cc(C)c3c(=O)oc4ccccc4c3n2)cc1`?
Pf apPOL block: 3; mHTT CaM bind: 0

Results for COc1cccc(NC(=O)c2ccc(OC)c(I)c2)c1 ?
Pf apPOL block: -64; mHTT CaM bind: -6

What do the screens show for `O=c1nc2s/c(=C\c3ccccc3Br)c(=O)n2nc1-c1ccccc1`?
Pf apPOL block: 5; mHTT CaM bind: 7

What do the screens show for `COc1ccc(OC)c(NC(=O)C(Cl)Cl)c1`?
Pf apPOL block: -5

Results for CCOc1ccc(C(=O)Nc2cccc(-c3nc4ccccc4o3)c2)cc1 ?
Pf apPOL block: 1; mHTT CaM bind: -1

Results for Cc1ccc(NS(=O)(=O)c2ccc3[nH]c(=O)[nH]c3c2)c(C)c1 ?
Pf apPOL block: 2; mHTT CaM bind: -4

How did CCOc1ccc(NC(=O)C2CCN(C(=O)Cc3ccccc3)CC2)cc1 do in these assays?
Pf apPOL block: 0; mHTT CaM bind: -2

Results for O=C(Nc1ccc(-c2nc3ccccc3o2)cc1)c1cccnc1Cl ?
Pf apPOL block: -1; mHTT CaM bind: 0

What do the screens show for `CC(C)C[C@H]1COc2cc(NCCO)ccc2S(=O)(=O)N1`?
Pf apPOL block: 4; mHTT CaM bind: -2

Results for CCSc1nnc(NC(=O)c2cccc(OC)c2)s1 ?
Pf apPOL block: -6; mHTT CaM bind: -7

Results for COc1ccc([N+](=O)[O-])cc1NC(=O)c1oc(=O)c2ccccc2c1-c1ccccc1 ?
Pf apPOL block: 5; mHTT CaM bind: 11

What do the screens show for `COC(=O)c1cc(Nc2ccccc2F)c2ccccc2n1`?
Pf apPOL block: -1; mHTT CaM bind: -8

How did O=C(c1ccc2nsnc2c1)N1CCN(CC(O)c2cccs2)CC1 (centres undefined) do in these assays?
Pf apPOL block: 2; mHTT CaM bind: -2

How did Fc1ccc(N2CCN(c3ncc4c(n3)CCN(Cc3ccc(F)c(F)c3)C4)CC2)cc1 do in these assays?
Pf apPOL block: 1; mHTT CaM bind: -1

How did Cc1ccc(S(=O)(=O)Nc2ccccc2-c2nc(-c3ccc(Cl)cc3)no2)cc1 do in these assays?
Pf apPOL block: 1

What do the screens show for `Cn1cc2c3c(cccc31)CN(C(=O)c1ccc(Cl)s1)CC2`?
Pf apPOL block: -6; mHTT CaM bind: 5

Results for CCOC(=O)c1ccc(NC(=O)Cn2cnc(-c3ccc(OCC)cc3)cc2=O)cc1 ?
Pf apPOL block: -3; mHTT CaM bind: -10

How did CCn1cc(C2=CCN(C(=O)Nc3ccc(F)cc3F)CC2)c2cccnc21 do in these assays?
Pf apPOL block: 0; mHTT CaM bind: 25

What do the screens show for `CC(=O)c1c(F)c(F)c(Oc2ccc(C)cc2)c(F)c1N1CCOCC1`?
Pf apPOL block: 10; mHTT CaM bind: -37

Results for O=C(c1cnn2ccc(C3CCN(C(=O)C4CCC4)CC3)cc12)N1CCCC1 ?
Pf apPOL block: 0; mHTT CaM bind: 4

Results for O=C(NCc1cccnc1)C1CCN(c2nc3ccccc3o2)CC1 ?
Pf apPOL block: -17; mHTT CaM bind: -7

Results for COC(=O)CCCn1cc(CN2CC(N3CCCC3)CS2(=O)=O)nn1 (centres undefined) ?
Pf apPOL block: -4; mHTT CaM bind: -22

What do the screens show for `O=C(O)c1cc([N+](=O)[O-])c(N2CCN(c3cccc(C(F)(F)F)c3)CC2)c([N+](=O)[O-])c1`?
Pf apPOL block: 84*; mHTT CaM bind: 47

Results for S=C(NCCc1ccccc1)Nc1cc(Cl)c(Cl)cc1Cl ?
Pf apPOL block: -2

What do the screens show for `O=C(NCCc1ccccc1)C1CCN(Cc2ccccn2)CC1`?
Pf apPOL block: -13; mHTT CaM bind: -2

Results for COc1ccc(C2CC(=O)C=C(NCC3CCCO3)C2)cc1 (centres undefined) ?
Pf apPOL block: -11; mHTT CaM bind: 5

Results for COc1ccccc1NC(=O)Nc1ccccc1NC(=O)c1ccccc1C ?
Pf apPOL block: -3; mHTT CaM bind: -10

How did CCOC(=O)C(C#N)=CNC1CCCCNC1=O (centres undefined) do in these assays?
Pf apPOL block: -4&-7

Results for CN(C)c1ncncc1N1CCC(C(=O)NC2CC2)CC1 ?
Pf apPOL block: -6; mHTT CaM bind: 1

Results for CCOc1ccc(C(=O)Nc2cccc(F)c2)cc1[N+](=O)[O-] ?
Pf apPOL block: 0; mHTT CaM bind: -2

Results for Cc1ccc(C2Cn3nnc(C(=O)NCC4CC4)c3CO2)cc1 (centres undefined) ?
Pf apPOL block: -1; mHTT CaM bind: 2

Results for COc1ccc(/C=C2\C(C)=C(C#N)c3nc(N)c(C#N)c(C)c32)cc1Br ?
Pf apPOL block: -5; mHTT CaM bind: 20

How did CC(C)(C)C(=O)Nc1sc2c(c1C(=O)Nc1ccccn1)CCCC2 do in these assays?
Pf apPOL block: -8; mHTT CaM bind: -6

What do the screens show for `CCC(C)NC(=O)c1cn(-c2ccccc2Cl)nn1` (centres undefined)?
Pf apPOL block: -1; mHTT CaM bind: -2

What do the screens show for `CCC(=O)Nc1ccccc1Cl`?
Pf apPOL block: 0; mHTT CaM bind: -10

What do the screens show for `CC1NC2(CCN(C(=O)c3ccc(F)cc3)CC2)N(C2CC2)C1=O` (centres undefined)?
Pf apPOL block: -1; mHTT CaM bind: -2

Results for CCN1CCN(c2cc(C)c3cc(NC(=O)Cn4nc([N+](=O)[O-])c(Cl)c4C)ccc3n2)CC1 ?
Pf apPOL block: -1; mHTT CaM bind: 38

Results for CSc1ccc(CN2CCN(Cc3cccnc3)CC2)cc1 ?
Pf apPOL block: 4; mHTT CaM bind: -1

How did CCCC[C@H]1[C@@H]2C[C@H]([C@H]3CCCCN31)[C@H](OC(=O)Nc1ccc(C#N)cc1)C2 do in these assays?
Pf apPOL block: -5; mHTT CaM bind: 1

What do the screens show for `CCC(=O)Nc1cnc(-c2ccc(F)cc2)nc1`?
Pf apPOL block: 2; mHTT CaM bind: -2

How did C=CCN1c2ccccc2C(=O)CS1(=O)=O do in these assays?
Pf apPOL block: -4; mHTT CaM bind: -2

Source: PubChem (University of Kansas High Throughput Screening Laboratory)
